Assay outcomes as filed in PubChem BioAssay.
IDE cell activ: boosts human insulin-degrading enzyme activity in HEK cells; P14735; FAbeta-B cleavage, fluorescence polarization; 0% vehicle, 100% cell-free pure enzyme wells; activation, % at 5.96 µM; hit rate 0.073% among 340,000;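 active = activation above the mean of all tested compounds plus 3 SD, set per screening campaign, cut at about 17% in these data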
Target sequence (P14735 whole entry, looked up): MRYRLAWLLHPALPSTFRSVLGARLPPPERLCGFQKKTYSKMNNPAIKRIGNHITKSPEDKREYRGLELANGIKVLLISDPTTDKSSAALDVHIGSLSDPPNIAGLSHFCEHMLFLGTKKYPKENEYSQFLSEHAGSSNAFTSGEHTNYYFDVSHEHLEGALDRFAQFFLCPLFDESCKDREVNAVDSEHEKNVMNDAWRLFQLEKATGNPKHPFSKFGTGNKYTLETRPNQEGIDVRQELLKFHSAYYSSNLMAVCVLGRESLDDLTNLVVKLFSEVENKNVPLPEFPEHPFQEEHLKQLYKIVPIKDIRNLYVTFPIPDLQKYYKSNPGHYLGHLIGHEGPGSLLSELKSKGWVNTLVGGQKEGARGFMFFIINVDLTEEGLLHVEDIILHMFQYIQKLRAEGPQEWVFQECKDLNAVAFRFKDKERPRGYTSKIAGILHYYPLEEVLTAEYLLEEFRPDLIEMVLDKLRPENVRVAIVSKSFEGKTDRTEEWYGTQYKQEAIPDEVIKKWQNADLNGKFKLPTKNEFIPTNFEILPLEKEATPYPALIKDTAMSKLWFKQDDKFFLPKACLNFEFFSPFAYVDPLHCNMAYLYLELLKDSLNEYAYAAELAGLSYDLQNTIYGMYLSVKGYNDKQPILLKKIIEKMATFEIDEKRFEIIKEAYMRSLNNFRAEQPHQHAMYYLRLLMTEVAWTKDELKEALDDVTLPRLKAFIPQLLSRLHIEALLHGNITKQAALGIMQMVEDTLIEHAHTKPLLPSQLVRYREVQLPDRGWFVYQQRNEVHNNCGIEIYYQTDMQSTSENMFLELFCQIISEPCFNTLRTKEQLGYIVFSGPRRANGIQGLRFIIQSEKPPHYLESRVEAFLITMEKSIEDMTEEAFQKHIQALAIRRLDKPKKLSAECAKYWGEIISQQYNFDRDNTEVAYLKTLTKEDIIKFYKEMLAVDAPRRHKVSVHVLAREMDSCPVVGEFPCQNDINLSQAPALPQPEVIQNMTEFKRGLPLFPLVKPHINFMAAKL
IDE inh: cellular human IDE inhibition. P14735. HEK cells, FAbetaB cleavage, fluorescence polarization. inhibition, % at 5.59 µM. hit rate 0.41% among 320,000. AID 434962;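 active = percent inhibition above the average of all tested compounds plus 3 SD, set per screening campaign, cut at about 16% in these data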;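 also: IDE supplied by intact live HEK cells; FP after avidin binding of uncleaved biotin substrate so inhibition keeps polarization high; 0% = DMSO wells and 100% = 60 µM reference IDE inhibitor Ii1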
Active calls of the source: *. An excerpt; the hit share may differ from the screen's.

SMILES	IDE cell activ	IDE inh
CCOC(=O)C1CCN(C(=O)COC(=O)CSc2ccc([N+](=O)[O-])cc2)CC1	2	-1
CCOC(=O)N1CCC(NCCNC(=O)c2cccc(F)c2)CC1	-5	6
Cc1ccc(S(=O)(=O)CCC(=O)NNC(=O)CN(C)S(=O)(=O)c2ccc(C)cc2)cc1	6	3
CC/C(=N\N=C(/CC)c1ccccc1N)c1ccccc1N	3	3
O=C(N[C@@H](Cc1ccccc1)C(=O)CCl)OCc1ccccc1	2	1
CC[C@@]1(C(=O)OC)N[C@H](CN(C)C(=O)Nc2ccc(C(F)(F)F)cc2)[C@@H]2C(=O)N(Cc3ccccc3)C(=O)[C@@H]21	-1	5
CC(C)(C)OC(=O)NCCCCCNC(=O)c1nc[nH]c1C(=O)N1CCc2ccccc2C1	-2	-1
COc1ccc(S(=O)(=O)N2CCOCC2)cc1C(=O)NCC(c1ccco1)N1CCCC1 (stereo not given)	3	2
COc1ccc(CCNC(=O)C2CC3Cn4c(nc5ccccc54)C3N2Cc2ccccc2)cc1 (stereo not given)	-2	3
COc1ccc(C(=O)N2CCN(c3ccc(N4CCOCC4)nn3)CC2)cc1OC	1	-2
COc1ccc(OCCCC(=O)OC(C)C(=O)Nc2ccc(S(N)(=O)=O)cc2)cc1 (stereo not given)	4	-7
CC(C)C(NC(=O)c1c(F)cccc1F)C(=O)NCc1ccc(S(=O)(=O)N2CCOCC2)cc1 (stereo not given)	5	-5
O=C(CN1C(=O)C(=O)N(C2CCCC2)C1=O)Nc1cc(Cl)ccc1[N+](=O)[O-]	0	-7
CS(=O)(=O)c1cccc(-c2nnc(NC(=O)c3ccc4ncsc4c3)o2)c1	4	-3
Cc1ccc(-n2nc3c(c2NC(=O)c2ccco2)CS(=O)C3)c(C)c1 (stereo not given)	7	-3
Cc1cc(NC(=O)CSc2cc(C)c3ccccc3n2)no1	1	11
Cc1cccc(C(=O)NCC(=O)OCC(=O)N2CCN(S(=O)(=O)c3ccc(C)cc3C)CC2)c1	2	-3
CC(=O)Nc1ccc(S(=O)(=O)N(C)CC(=O)OCC(=O)N(C)C2CCS(=O)(=O)C2)cc1 (stereo not given)	5	-1
CC(=O)Nc1ccc(SC[C@H](Cc2ccccc2)N2CC[C@@H](O)CCC2=O)cc1	2	1
Cc1nc2ccccc2c(C)c1CC(=O)N(CC(C)C)c1c(N)n(Cc2ccccc2)c(=O)[nH]c1=O	-5	4
C[C@H](CO)N1C[C@H](C)[C@@H](CN(C)Cc2ccccc2)Oc2c(NC(=O)c3ccncc3)cccc2C1=O	-2	2
CC1CCCC(NC(=O)Cn2c(Cl)nc3c2c(=O)n(C)c(=O)n3C)C1C (stereo not given)	1	1
C=CC(=O)Nc1ccc(N(C)c2ccnc(Nc3ccc(N4CCN(C)CC4)cc3)n2)cc1	2	5
Oc1cc(NCCc2cccnc2)cc2cccnc12	-1	-5
COc1ccc(C(=O)Nc2ccncc2)cc1S(=O)(=O)N1CCOCC1	-2	0

Of the compounds above, these have two or more sulfur atoms:
SMILES	IDE cell activ	IDE inh
Cc1ccc(S(=O)(=O)CCC(=O)NNC(=O)CN(C)S(=O)(=O)c2ccc(C)cc2)cc1	6	3
CS(=O)(=O)c1cccc(-c2nnc(NC(=O)c3ccc4ncsc4c3)o2)c1	4	-3
CC(=O)Nc1ccc(S(=O)(=O)N(C)CC(=O)OCC(=O)N(C)C2CCS(=O)(=O)C2)cc1 (stereo not given)	5	-1

Continued.
SMILES	IDE cell activ	IDE inh
CC(=O)c1ccc(NC(=O)CN2C(=O)NC(C)(C3CCCCC3)C2=O)cc1 (stereo not given)	4	1
CCOc1ccc(C(=O)NCC2CCCN2S(=O)(=O)c2cccs2)cc1 (stereo not given)	2	-3
COc1ccc(NS(=O)(=O)c2cc(NC(=O)c3ccc(=O)[nH]n3)ccc2C)cc1	1	-3
Cc1cc(C(=O)COC(=O)c2ccc(O)cc2O)c(C)n1C(C)C	7	2
Cc1ccc(-c2csc(NC(=O)C3CSC4(C)CCC(=O)N34)n2)cc1 (stereo not given)	-3	6
CCOC(=O)N1CCN(C(=O)COC(=O)c2cccc(C)c2[N+](=O)[O-])CC1	1	4
CCCCN1C(=O)C(=O)N(CC(=O)Nc2ccc(OC(F)(F)F)cc2)C1=O	4	0
CCCCCCCCN1[C@@H](CC(=O)OCC)c2ccc(C(F)(F)F)cc2S1(=O)=O	0	1
COC(=O)c1cccc(NC(=O)c2cnn(C)c2)c1	0	0
O=C(NCc1ccco1)c1ccc(S(=O)(=O)N2CCCCCC2)cc1	0	0
O=C(CN1C(=O)C2CC=CCC2C1=O)Nc1nc(-c2ccc(F)c(F)c2)cs1 (stereo not given)	-1	3
O=C(O)CCC(=O)OCc1c(-c2ccccc2)ncc2ccccc12	0	0
CN(Cc1ccccc1)C(=O)c1ccc2c(c1)S(=O)(=O)N=C1CCCCCN12	4	1
COC(=O)C1CCN(C(=O)COC(=O)c2cccc(NS(=O)(=O)c3ccccc3)c2)CC1	5	0
COc1ccc(-c2ccc3c(c2)c(-c2cccs2)c(-c2cc(OC)cc(OC)c2)n3C)cc1	2	-2
O=[N+]([O-])c1cccc(S(=O)(=O)Nc2cccc(-c3ccc(N4CCOCC4)nn3)c2)c1	-6	1
CCNc1ccc(C(=O)OCC(=O)Nc2cc(C)on2)cc1[N+](=O)[O-]	1	-2
O=C(COc1cccc(C(F)(F)F)c1)NNC(=O)Cn1c(=O)cnc2ccccc21	7	-1
Cc1ccccc1NS(=O)(=O)c1ccc(C(=O)N2CCCCCCC2)cc1	2	7
Cc1ccc(F)c(Cn2cnc3c(cnn3C(C)(C)C)c2=O)c1Cl	-2	2
Cc1cc(C)c(OCC(=O)Nc2ccccc2N2CCCCC2)c(C)c1	-1	-1
CC(=O)N1CCN(CC(C)(C)NS(=O)(=O)c2ccccc2)CC1	6	3
COc1cc(C(=O)COC(=O)c2cc([N+](=O)[O-])ccc2N2CCOCC2)ccc1OC(F)F	-2	0
CC(=O)c1c(C)[nH]c(C(=O)OCC(=O)N2CC(C)OC(C)C2)c1C (stereo not given)	5	0
Oc1cc(Cl)cc(Cl)c1Cl	7	-1
Further compounds follow.
SMILES	IDE cell activ	IDE inh
CCc1ccccc1NC(=O)COC(=O)c1c(C)nsc1NC	-1	2
CCN(CC)c1ccc(C=Nc2cccc(S(=O)(=O)N3CCOCC3)c2)c(O)c1	1	3
C=CC[C@@H](CC(=O)N[C@H](CO)Cc1ccccc1)C(=O)N[C@H](COC(=O)[C@@H](CC=C)Cc1ccc(F)cc1)Cc1c[nH]c2ccccc12	8	2
CCCCn1c(N)c(N(CC(C)C)C(=O)Cn2c(=O)cnc3ccccc32)c(=O)[nH]c1=O	-1	2
C[C@H](CO)N1C[C@H](C)[C@@H](CN(C)S(=O)(=O)c2cn(C)cn2)Oc2ccc(NC(=O)C3CC3)cc2C1=O	-6	8
CN(Cc1cccs1)C(=O)C1CC(=O)N(Cc2ccccc2)C1 (stereo not given)	2	-2
COc1ccc(NC(=O)CN(C)C(=O)C2=COCCO2)cc1	2	-3
CCN1C(=O)N[C@@H](c2cccc(C(F)(F)F)c2)[C@H](C(=O)OC)[C@H]1C	2	2
CC(C)C[C@H](NC(=O)c1nc[nH]c1C(=O)NCCCCCN)C(=O)OCc1ccccc1	-5	1
CCCn1c(N)c(C(=O)COC(=O)CCNS(=O)(=O)c2ccccc2F)c(=O)[nH]c1=O	4	-3
CC1CCC2(CC1)NC(=O)N(CC(=O)Nc1cccc(C#N)c1)C2=O (stereo not given)	0	0
Cc1cccc(NC(=O)CN(C)C(=O)C2CC2)c1C	-1	-2
N#Cc1ccc(CN2CCN(C(=O)c3ccc(S(=O)(=O)NCc4ccco4)cc3)CC2)cc1	1	-2
COCC(C)n1c(SCC(=O)NC(=O)NC2CCCC2)nc2ccccc2c1=O (stereo not given)	0	-4
CN(CCOc1ccc(Cl)cc1)C(=O)c1cc(S(=O)(=O)N2CCOCC2)ccc1N1CCCC1	-3	2
CCCCNc1c(-c2ccc(OC)c(SC(C)CC)c2)nc2ccc(C)cn12 (stereo not given)	10	-2
CC(=O)Nc1ccc(S(=O)(=O)N(C)CC(=O)OC(C)C(=O)NC2CCCCC2)cc1 (stereo not given)	0	-3
CC1(C)S[C@@H]2[C@H](NC(=O)[C@H](N)c3ccccc3)C(=O)N2[C@H]1C(=O)OC1OC(=O)c2ccccc21 (stereo not given in full)	2	10
C=CCOC(=O)C1=C[C@H](c2coc3ccccc3c2=O)C[C@H](OCCCCO)O1	3	1
COc1c2c(cc3oc(CO[C@@H]4O[C@H](CO)[C@@H](O)[C@H](O)[C@H]4O)cc(=O)c13)O[C@H](C(C)(C)O)C2	1	0
O=C(CSc1nnc2ccccn12)NNC(=O)c1cccc([N+](=O)[O-])c1	1	2
Cc1ccc(OCCNC(=O)c2ccccc2OCc2c(C)noc2C)cc1	3	1
Cc1ccc(SCC(=O)OCC(=O)N(CCC#N)c2ccccc2)cc1	1	1
COc1ccc(-c2oc(=O)c3cc(OC)c(OC)cc3c2C#CCCCO)cc1	-1	6
CN(C(=O)CSc1ncn[nH]1)C1(C#N)CCCCC1	6	7

Copied from the listing, 3 compounds:
SMILES	IDE cell activ	IDE inh
Cc1ccc(SCC(=O)OCC(=O)N(CCC#N)c2ccccc2)cc1	1	1
COc1ccc(-c2oc(=O)c3cc(OC)c(OC)cc3c2C#CCCCO)cc1	-1	6
CN(C(=O)CSc1ncn[nH]1)C1(C#N)CCCCC1	6	7

(list continues)
SMILES	IDE cell activ	IDE inh
CCN(CC(=O)NCc1cccs1)C(=O)c1cc(Br)ccc1O	5	-1
O=C(CNC(=O)c1ccccc1)OCc1nnc(-c2ccccc2)o1	1	1
CC1CCCC(NC(=O)COC(=O)/C=C/c2ccc([N+](=O)[O-])cc2)C1C (stereo not given)	0	7
O=C(COC(=O)Cn1[nH]c(=O)c2ccccc2c1=O)Nc1c(Cl)cccc1C(F)(F)F	1	-2
COc1ccccc1NC(=O)COC(=O)c1ccc(N2CCCC2=O)cc1	8	5
COc1ccc(OC)c(NC(=O)c2ccc(OCC(=O)N3CCOCC3)c(OC)c2)c1	3	2
CC[C@](C)(O)c1cc2ccccc2c(=O)o1	-3	5
O=C(c1cnn(C(=O)c2ccco2)c1)c1cc(F)ccc1O	27*	2
C[C@H](CO)N1C[C@H](C)[C@@H](CN(C)C(=O)NC2CCCCC2)Oc2ccc(NC(=O)C3CCCCC3)cc2C1=O	3	1
CCOc1ccc(S(=O)(=O)Nc2ccc(C(=O)NCCCN3CCOCC3)cc2)cc1	0	-1
O=C(COC(=O)c1ccc(O)cc1)NC(c1ccccc1)c1ccccc1	1	5
COc1ccc(CNC(=O)[C@@H]2CC=C[C@@H]3CCN(C4CCCCC4)C(=O)[C@@H]32)cc1	2	6
CCOC(=O)c1c(C)[nH]c(C)c1C(=O)COC(=O)C1CC(=O)N(CCc2ccccc2)C1 (stereo not given)	2	-2
CC(=O)c1ccc(NC(=O)COC(=O)C2CC3C=CC2C3)cc1 (stereo not given)	5	0
COCCNC(=O)c1cc(-c2ccccc2)nn1Cc1cc(C)no1	-4	2
CCOc1ccc(NS(=O)(=O)c2ccc(C(=O)N(C)CC(=O)Nc3ccc(OC)cc3)cc2)cc1	4	-9
O=C(CNC(=O)c1n[nH]c2ccccc12)Nc1cc(Cl)ccc1Cl	-2	0
Cc1cc(C(=O)OCC(=O)N(CC(C)C)c2c(N)n(Cc3ccccc3)c(=O)[nH]c2=O)c2ccccc2n1	3	-4
COc1c(-c2ccccc2)oc2c(ccc3occc32)c1=O	3	-1
C=CCN1C(=O)c2ccc(C(=O)N3CCN(S(=O)(=O)c4cc(C)ccc4C)CC3)cc2C1=O	2	0
CCN(CC)C(=O)[C@H]1CC(CC(=O)NCCCN(C)C)C(=O)N2CCc3c([nH]c4ccccc34)[C@]12C (stereo not given in full)	7	-3
O=C(c1ccc(N2CCOCC2)c([N+](=O)[O-])c1)N1CCCC(C(F)(F)F)C1 (stereo not given)	4	0
CC(C)(C)c1ccc(OCCC(=O)OCC(=O)NC2CC2)cc1	6	1
COc1ccc(C(=O)N[C@H](C(=O)NCCc2ccc3c(c2)OCCO3)C(C)C)cc1	5	-5
O=C(C[n+]1ccccc1)N/N=C/c1ccc(Br)cc1	5	-1

Whole records from above. Screens in order: IDE cell activ | IDE inh
Shown for `CC1CCCC(NC(=O)COC(=O)/C=C/c2ccc([N+](=O)[O-])cc2)C1C` (stereo not given) : 0 | 7
Shown for `Cc1cc(C(=O)OCC(=O)N(CC(C)C)c2c(N)n(Cc3ccccc3)c(=O)[nH]c2=O)c2ccccc2n1` : 3 | -4
Shown for `CCOc1ccc(NS(=O)(=O)c2ccc(C(=O)N(C)CC(=O)Nc3ccc(OC)cc3)cc2)cc1` : 4 | -9

Next section
SMILES	IDE cell activ	IDE inh
Cc1ccc([N+](=O)[O-])cc1S(=O)(=O)Nc1cccc(-c2ccc(N3CCCC3)nn2)c1	1	6
CCCN(CC(=O)Nc1ccccc1C)C(=O)c1cn2ccccc2n1	5	5
CCN1C(=O)[C@@H]2[C@H](C1=O)[C@@H]1C(=O)Nc3ccccc3C(=O)N1[C@@H]2c1ccccc1	3	1
CCN1CCN(c2ccccc2NC(=O)C(C)Oc2ccc(C(C)=O)cc2)CC1 (stereo not given)	0	6
CCCCC1=CC2=CC(=O)C(C)(OC(=O)c3cccs3)C(=O)C2=CO1 (stereo not given)	1	-3
NS(=O)(=O)c1cccc(NC(=O)c2cccc(N3C(=O)c4ccccc4C3=O)c2)c1	1	8
C=CCOc1ccc(/C=C/C(=O)OCC(=O)N(C)CC(=O)Nc2ccc(F)cc2)cc1	4	3
Cc1cccc(OCC(=O)N(Cc2ccccc2)c2c(N)n(Cc3ccccc3)c(=O)[nH]c2=O)c1	2	-3
